Bioassay records deposited in PubChem by Fisher Drug Discovery Resource Center.
NPYLR7 ag = activates Aedes aegypti NPYLR7 receptor | HEK293T NPYLR7/Galpha15, GCaMP6s calcium fluorescence | activation, % at 10 µM | 270,000 compounds, 0.15% hits | AID 1259423; in the data active = activation above about 40%;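 also: 0% = vehicle and 100% = reference agonist at the receptor; some compounds past the cut are filed as inactive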
hcGAS inh = human cGAS inhibition | Q8N884 | recombinant h-cGAS, ATP depletion, Kinase-Glo luminescence | inhibition, % at 12.5 µM | 290,000 compounds, 0.081% hits;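 also: 0% = vehicle reaction and 100% = reaction without DNA for no activity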
Target sequence (Q8N884 whole entry, looked up): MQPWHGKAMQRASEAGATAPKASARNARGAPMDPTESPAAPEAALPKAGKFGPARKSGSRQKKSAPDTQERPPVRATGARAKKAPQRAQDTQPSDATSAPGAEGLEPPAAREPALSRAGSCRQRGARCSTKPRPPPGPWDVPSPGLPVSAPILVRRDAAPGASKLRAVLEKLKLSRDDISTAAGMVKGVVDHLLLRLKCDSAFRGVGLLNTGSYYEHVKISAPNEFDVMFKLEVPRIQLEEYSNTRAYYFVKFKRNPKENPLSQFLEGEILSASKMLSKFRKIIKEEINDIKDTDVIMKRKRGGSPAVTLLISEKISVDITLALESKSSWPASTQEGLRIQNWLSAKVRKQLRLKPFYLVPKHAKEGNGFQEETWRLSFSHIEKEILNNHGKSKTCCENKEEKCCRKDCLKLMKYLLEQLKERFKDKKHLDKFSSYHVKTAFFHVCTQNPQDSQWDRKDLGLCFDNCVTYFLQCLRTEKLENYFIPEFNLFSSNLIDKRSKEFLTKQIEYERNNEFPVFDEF
mcGAS lum = inhibitors of mouse cGAS. recombinant cGAS, Kinase-Glo ATP depletion luminescence. inhibition, % at 12.5 µM. 160,000 compounds, 0.15% hits;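 also: 0% = negative control wells and 100% = reference inhibitor with no enzyme activity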
* hit, by the source's call; . = not tested or not shown. Rule as the data show it, unless noted: active = inhibition above about 40%; inactive = the rest.

Each structure is followed by: NPYLR7 ag | hcGAS inh | mcGAS lum
O=C1NCC2(CCCN(C(=O)C3(c4ccc(F)cc4)CCOCC3)CC2)O1 (stereo unspecified)
    21 | -11 | -19
CCCS(=O)(=O)Nc1cccc(N2CCCCC2=O)c1
    5 | -5 | .
COc1ccc(-c2cc(C(=O)N3CCN(C(c4ccccc4)c4ccccc4)CC3)n(-c3cccc(Cl)c3)n2)c(OC)c1
    2 | -7 | -6
CN(C)C1(CNC(=O)NC2CC2)CCCC1
    12 | -1 | .
O=C(c1c(Cl)cccc1Cl)N1CCC(Cc2ccc3c(c2)OCO3)CC1
    23 | -5 | -5
C=CCN(C(=O)c1ccc(-n2nc(C(=O)OCC)cc2-c2cccc(OC)c2)cc1)C1CCCCC1
    -4 | -4 | -6
O=C(O)c1ccc(Oc2cccc(Br)c2)cc1
    1 | -3 | .
CCCC(Cc1ccccc1)N(CCC)C(=O)c1ccc(=O)n(C)n1 (stereo unspecified)
    -1 | -3 | .
COc1cccc(C2SCCN2C(=O)c2ccc([N+](=O)[O-])cc2)c1OC (stereo unspecified)
    11 | 0 | -4
CCOc1ncccc1-c1ccc(C(C)NC(C)=O)cc1 (stereo unspecified)
    11 | 2 | .
O=C(/C=C/c1ccc(F)cc1)NNC(=O)CC12CC3CC(CC(C3)C1)C2
    3 | -6 | -5
CC(C)C(C)NC(=O)CSc1nc2ccccc2o1 (stereo unspecified)
    6 | -2 | 1
CCCCc1ccc(N2CCn3c2nc2c3c(=O)n(CCCO)c(=O)n2C)cc1
    1 | 1 | .
O=S1(=O)CCN2C(c3ccc(F)c(F)c3)=CSC2=N1
    -1 | -11 | .
C=CCc1cccc2cc(C(=O)Nc3ccc(CC)cc3)c(=O)oc12
    10 | -4 | -8
COc1cccc(C2CCCN2C(=O)C2Cc3cc(Cl)ccc3O2)c1 (stereo unspecified)
    -5 | 9 | .
NC1CCN(c2ccccc2C(=O)NCc2cccc(C(F)(F)F)c2)CC1
    -1 | -3 | .
O=C1OC(c2ccccc2)=N/C1=C\C(Cl)=C\c1ccccc1
    0 | 2 | .
Cc1cc(=O)[nH]c(-n2nc(C)c(CCC(=O)NC(c3ccccc3)c3ccccc3)c2C)n1
    5 | -2 | .
O=C(NC1CCc2[nH]c3ccc(Cl)cc3c2C1)c1ccc(F)c(F)c1F (stereo unspecified)
    19 | -3 | -7
CCCCc1ccc(NC(=O)c2cccn(OCc3ccc(F)cc3)c2=O)cc1
    11 | -4 | -10
CCCCN(CC(=O)N1CCc2sccc2C1c1ccc(C(C)(C)C)cc1)S(=O)(=O)c1ccc(Cl)c([N+](=O)[O-])c1 (stereo unspecified)
    . | -3 | -5
COc1ccc(-c2ccc(C=C3C(=O)N(C)C(=O)N(C)C3=O)o2)c([N+](=O)[O-])c1
    -12 | -6 | -8
NS(=O)(=O)N(Cc1cc(F)ccc1F)C1CCCC1
    4 | -3 | .
CCc1nnsc1C(=O)N(Cc1ccc(N(C)C)cc1)CC1CC1
    -2 | 2 | .
CC(C)Oc1ccc(CCNC(=O)c2cc(COc3ccc(F)c(F)c3)on2)cc1
    -4 | -10 | -5
CSc1cccc(CN2CCCC(N3CCC(CO)CC3)C2)c1 (stereo unspecified)
    8 | -3 | .
Fc1ccc(C2c3cccn3CCCN2Cc2cccc(C(F)(F)F)c2)cc1F (stereo unspecified)
    -8 | 0 | 0
O=C(OCc1cc(=O)n2cc(Br)ccc2n1)c1ccc(Br)o1
    1 | 5 | -2
Cc1ccc(Cc2nc(N3CCCNCC3)c3c(C)nn(-c4ccc(F)cc4)c3n2)cc1
    13 | -6 | .
CC(C)CCn1c(=O)c2c(nc3n2CCN3c2ccccc2)n(C)c1=O
    0 | -8 | .
CCOC(=O)c1cc(-c2ccc(N3CCN(C(=O)CCCC(=O)OC)CC3)cc2)n(-c2ccccc2C)n1
    3 | -4 | -6
Cc1ccc(NC(=O)NCCNc2cc(-n3ccnc3C)ncn2)c(Cl)c1
    -15 | -5 | -10
COc1ccc([N+](=O)[O-])cc1CN1CCCn2cccc2C1c1ccc(C(F)(F)F)cc1 (stereo unspecified)
    -1 | -6 | .
COCCOC(=O)C1=C(C)NC2=C(C(=O)CCC2)C1c1cccc([N+](=O)[O-])c1 (stereo unspecified)
    1 | -5 | -7
Cc1noc(CN(C)Cc2cccc(C(=O)Nc3ccc4nccnc4c3)c2)n1
    -2 | 3 | .
O=C1OC(/C=C/c2ccccc2)=NC/1=C/c1cccc([N+](=O)[O-])c1
    -4 | -1 | .
O=C(O)CCC(=O)c1ccc(-c2ccn[nH]2)cc1
    -1 | -2 | .
CCC(NC(=O)C(C)Oc1ccccc1Br)C(O)c1ccccc1F (stereo unspecified)
    6 | -9 | .
COc1cc2nc(COc3ccc([N+](=O)[O-])cc3)oc(=O)c2cc1OC
    -6 | -3 | -7
COc1ccc(NC(=O)c2sc(=O)n(Cc3ccc(SC)cc3)c2C)cc1OC
    -7 | 1 | .
O=C1NC(c2ccccc2)(c2ccccc2)C(=O)N1Cc1ccccn1
    6 | -11 | .
COc1ccc(-c2cccc(C(C)N(C)C)c2)nn1 (stereo unspecified)
    2 | -3 | -10
O=C(c1ccc([N+](=O)[O-])cc1Cl)N1CCCC1
    2 | -7 | .
CCc1nc2c(OCc3ccc4c(c3)OCO4)cccn2c1N(C)C(=O)c1ccc2c(c1)OCO2
    -3 | -2 | -4
Cc1ccc(NC(=O)C(c2ccccc2)N(C)C)cc1Cl (stereo unspecified)
    -3 | -2 | -1
C=CCN1C(=O)NC(c2ccc(C(F)(F)F)cc2)C2=C1CN(CCc1ccccn1)C2=O (stereo unspecified)
    24 | 0 | -7
Cc1cccnc1CN(C)Cc1ccc(C2CCCCO2)s1 (stereo unspecified)
    6 | -6 | .
Fc1ccccc1C1c2cccn2CCCN1Cc1cccc(C(F)(F)F)c1 (stereo unspecified)
    7 | -5 | -5
CCOCCN1CCN(C(C)c2nc(C)no2)CC1CC (stereo unspecified)
    7 | -3 | .

(next part)
Each structure is followed by: NPYLR7 ag | hcGAS inh | mcGAS lum
CCOCCCn1c(SCc2cc(OC)c(OC)cc2F)nc2cc(S(=O)(=O)N3CCCC(C)C3)ccc21 (stereo unspecified)
    15 | -6 | -5
COC(=O)C1=C(C)N(C)C(=S)NC1c1ccc(NC(=O)c2ccc(-c3ccccc3)cc2)cc1 (stereo unspecified)
    20 | -7 | -9
CCOC(=O)C1CCCN(Cc2nc(Cc3ccccc3Cl)no2)C1 (stereo unspecified)
    -3 | 5 | .
CCCNc1ncc(CN2CC[C@@H](N)[C@@H](OC)C2)cn1
    0 | -5 | .
c1ccc(-n2cncn2)c(CNC2CCSC2)c1 (stereo unspecified)
    29 | -9 | .
CC1Oc2ccc(C(F)(F)F)cc2N(c2cccc(F)c2)C1=O (stereo unspecified)
    6 | 6 | .
O=C(COc1ccccc1)NCCn1ncc2c(N3CCN(c4ccccc4)CC3)ncnc21
    1 | -8 | -8
CC(NC(=O)c1ccc(-c2cc(-c3ccc(Cl)cc3)[nH]n2)cc1)c1cccc2ccccc12 (stereo unspecified)
    0 | -2 | -4
CC(C)(CNC(=O)Cc1coc2cc(O)ccc12)N1CCOCC1
    17 | -8 | -6
CC=Cc1ccc(OCCN2C(=O)NC(C)(C)C2=O)c(OC)c1
    -5 | -5 | .
COc1ccccc1C(C)N(C)C(=O)c1cnn2c(C)cc(C)nc12 (stereo unspecified)
    3 | -11 | .
COc1cc(CC2CN(C(=O)C(C)(C)c3ccc(F)cc3)C2)cc(OC)c1
    4 | -5 | .
CCC(CC)C(=O)Nc1nc(OC)cnc1-c1cccc(C(=O)N(C)C)c1
    -28 | -1 | -3
O=C1N(Cc2cccc(Cl)c2)C[C@@H]2C[C@@H](c3cccc4ncccc34)N3CCC[C@@]123
    4 | -8 | .
CCOC(=O)C1CCCN(C(=O)c2csc(CSc3nnc(-c4ccco4)n3-c3ccccc3F)n2)C1 (stereo unspecified)
    -13 | 0 | 0
CCOCCCn1c(SCc2cccc(SC(F)(F)F)c2)nc2cc(C(=O)OCC)ccc21
    2 | -6 | -8
CC(C)(C)NC(=O)CSc1ccc(S(=O)(=O)N2CCCCCC2)cn1
    12 | -7 | .
Cc1cc(C(=O)Cn2cnc3sccc3c2=O)c(C)n1Cc1cccs1
    6 | -4 | .
CCS(=O)(=O)NCCN1c2ccccc2OCC1C (stereo unspecified)
    -1 | -7 | .
O=C(c1cccs1)N(CC(=O)N1CCc2sccc2C1COc1ccc(F)cc1)CC1CCCO1 (stereo unspecified)
    -4 | -4 | -6

Compound profiles (already shown). Screens in order: NPYLR7 ag | hcGAS inh | mcGAS lum
Record of O=C1N(Cc2cccc(Cl)c2)C[C@@H]2C[C@@H](c3cccc4ncccc34)N3CCC[C@@]123 → 4 | -8 | .
Record of COc1ccccc1C(C)N(C)C(=O)c1cnn2c(C)cc(C)nc12 (stereo unspecified) → 3 | -11 | .

Some values from the results shown.
`COc1cc(CC2CN(C(=O)C(C)(C)c3ccc(F)cc3)C2)cc(OC)c1` – hcGAS inh = -5
`CCC(CC)C(=O)Nc1nc(OC)cnc1-c1cccc(C(=O)N(C)C)c1` – hcGAS inh = -1
`CCOC(=O)C1CCCN(C(=O)c2csc(CSc3nnc(-c4ccco4)n3-c3ccccc3F)n2)C1` (stereo unspecified) – NPYLR7 ag = -13
`CC(C)(C)NC(=O)CSc1ccc(S(=O)(=O)N2CCCCCC2)cn1` – NPYLR7 ag = 12
`Cc1cc(C(=O)Cn2cnc3sccc3c2=O)c(C)n1Cc1cccs1` – NPYLR7 ag = 6

Next section:
Each structure is followed by: NPYLR7 ag | hcGAS inh | mcGAS lum
C=CCNc1nnc(Cc2ccc(C(C)C)cc2)c(=O)[nH]1
    8 | -5 | .
O=C1Nc2ccccc2/C1=N/n1cnc2ccccc21
    0 | -10 | .
CCc1nc2c(n1O)CCc1nonc1-2
    -14 | -4 | .
O=C(Nc1cccc(I)c1)c1ccc(OCC2CCCO2)cc1 (stereo unspecified)
    17 | -7 | -7
O=c1c2ccccc2c(=O)c2c1c(Sc1ccccc1)cc1sc3ccccc3[nH]c12
    -8 | 2 | 3
COCCN(CCOC)C(=O)c1cccnc1Nc1ccc(OC)cc1
    -5 | -7 | -6
Cc1cc(C)n(CCCC(=O)N2C[C@H]3C[C@H](O)[C@H](O)C[C@H]3C2)n1
    -4 | 1 | 0
Cc1nc(NC(=O)COC(=O)C2(c3ccc(F)cc3)CCC2)sc1C
    7 | -6 | -12
COC(=O)c1ccc(CN2CCN(c3cc(OC)ccc3OC)C(=O)C2C)cc1 (stereo unspecified)
    -4 | -5 | .
O=C(CN1CCCC(O)(CO)CC1)NCc1ccccn1 (stereo unspecified)
    -2 | -11 | -10
CCc1nc(C)c(C(C)N(C)C(=O)NCc2ccnn2C)s1 (stereo unspecified)
    4 | -10 | -6
CC(=O)N1CCN(CCNC(=O)/C=C/c2ccc(N(C)C)cc2)CC1
    1 | -5 | .
O=C(CCC1CCCN(Cc2ccc3nsnc3c2)C1)N1CCOCC1 (stereo unspecified)
    -1 | -7 | -10
CCOc1ccc(OCCNC(=O)Cc2c(C)nc3nc(N)nn3c2C)cc1
    25 | 0 | .
COc1cc(NS(=O)(=O)c2cc(C)ccc2C)ccc1NC(=O)OC(C)(C)C
    1 | 0 | -11
Cc1cccc(Nc2cc3c(cn2)nc(Cc2ccccc2)n3C)c1
    17 | -3 | -7
CCSc1nc(=O)[nH]c2c1CCCC2
    -5 | -1 | -7
CC(C)(C)NCC(=O)C(C)(C)C
    1 | -7 | .
O=C(NCCCN1CCOCC1)C(C1CCCC1)N1CCN(C(=O)c2cccs2)CC1 (stereo unspecified)
    -6 | -5 | -4
COCCCNC(=O)Nc1c(-c2ccc(Cl)cc2)nn(Cc2ccccc2)c1N
    . | -3 | -4
CCOC(=O)COc1cccc(C(=O)Nc2ccc(N(C)C)nc2)c1
    2 | 4 | 0
CN(CCCNC(=O)c1ccc(-n2nc(-c3cccc(C(F)(F)F)c3)cc2N)cc1)c1ccccc1
    -14 | -6 | -2
COc1cccc(C(=O)N2CCC(c3nc(-c4ccc(C(F)(F)F)cc4)no3)CC2)c1
    -6 | -5 | -7
O=C(Nc1cnc2sccn2c1=O)c1ccccc1Cl
    7 | -8 | .
CC(C)CN(Cc1cccn1Cc1ccccc1Cl)C(=O)CN(C(=O)c1ccc(Br)cc1)C(C)C
    2 | -6 | -6
O=C(CNC(=O)c1cc2c(s1)CCCC2)NCc1ccsc1
    9 | -5 | .
Cc1ccc(-c2nnc3ccc(SCC(=O)N4CCOCC4)nn23)cc1
    2 | -1 | -5
CCCCc1ccc(C(=O)NC(C(=O)Nc2nnc(-c3cccc(C)c3)s2)C(C)CC)cc1 (stereo unspecified)
    . | -1 | -4
CC(NC(=O)CSCc1cc2c(cc1Br)OCO2)c1ccc(Cl)cc1 (stereo unspecified)
    -1 | 0 | .
COc1cccc(-c2noc3c2CN(c2ncnc4c2CCC4)CC3)c1
    1 | -6 | -15
Cc1ccc(C2c3c(n[nH]c3C)N=C3CC(C)(C)CC(=O)C32)cc1 (stereo unspecified)
    5 | -6 | -6
CC1CCCN(c2cc(C(=O)NCCC3=CCCCC3)c3ccccc3n2)C1 (stereo unspecified)
    31 | -4 | -6
CC(=O)Nc1ccc(CN2C(=O)CON=C2Cc2ccccc2)cc1
    1 | -2 | .
CCn1c(=O)c2c(nc3n(CC4CCCO4)c(C)cn23)n(C)c1=O (stereo unspecified)
    0 | -1 | -1
CCCn1cc(C(=O)Nc2cc(C)cc(C)c2)c2nn(-c3ccccc3)c(=O)c-2c1
    4 | -4 | -10
COc1cc(NC(=O)Nc2ccc(N3CCC(C)CC3)c(C(=O)NC(C)c3ccccc3)c2)cc(OC)c1 (stereo unspecified)
    2 | -8 | -3
Cc1cc(C)c2c(CC(N)=O)coc2c1C
    -4 | -6 | .
CC(C)CCOC(=O)CCSc1n[nH]c(=O)[nH]c1=O
    2 | 2 | -2
